# Assay outcomes: PubChem BioAssay, National Center for Advancing Translational Sciences (NCATS)
# FEN1 inh: blocks human flap endonuclease 1; P39748; Recombinant FEN1 flap cleavage, fluorescence, 15 min; Potency, µM (titrated, usually from 114 µM), without a hit: at the top dose activity change, negative = inhibition, most hits filed as inhibitors; 390,000 compounds, 0.35% hits; AID 588795; note: nearly all actives have a fitted effect of over 65% in size
#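 Read-out was taken twice, immediately and after 15 min, following addition of 50 nM substrate to 10 nM FEN1 that had sat with test compound for 15 min at room temperature. Curves came from a four-parameter Hill model.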
# N370S GC: N370S glucocerebrosidase modulation, Gaucher chaperone candidate. P04062. N370S GC spleen homogenate, 4MU-glucoside fluorescence. Potency, µM (titrated, usually from 59.4 µM), for the others: at the top dose activity change, negative = inhibition, most hits filed as inhibitors. 330,000 compounds, 0.092% hits;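 note: 0% = full enzyme activity and -100% = no enzyme basal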
# GCN5L2 inh: blocks human GCN5L2 histone acetyltransferase; Q92830; GCN5L2 HAT assay, ThioGlo1 CoA-SH fluorescence; Potency, µM (titrated, usually from 58.9 µM), inactives show at the top dose activity change, negative = inhibition, most hits filed as inhibitors; 390,000 compounds, 0.21% hits
# Target sequence (Q92830 whole entry, looked up): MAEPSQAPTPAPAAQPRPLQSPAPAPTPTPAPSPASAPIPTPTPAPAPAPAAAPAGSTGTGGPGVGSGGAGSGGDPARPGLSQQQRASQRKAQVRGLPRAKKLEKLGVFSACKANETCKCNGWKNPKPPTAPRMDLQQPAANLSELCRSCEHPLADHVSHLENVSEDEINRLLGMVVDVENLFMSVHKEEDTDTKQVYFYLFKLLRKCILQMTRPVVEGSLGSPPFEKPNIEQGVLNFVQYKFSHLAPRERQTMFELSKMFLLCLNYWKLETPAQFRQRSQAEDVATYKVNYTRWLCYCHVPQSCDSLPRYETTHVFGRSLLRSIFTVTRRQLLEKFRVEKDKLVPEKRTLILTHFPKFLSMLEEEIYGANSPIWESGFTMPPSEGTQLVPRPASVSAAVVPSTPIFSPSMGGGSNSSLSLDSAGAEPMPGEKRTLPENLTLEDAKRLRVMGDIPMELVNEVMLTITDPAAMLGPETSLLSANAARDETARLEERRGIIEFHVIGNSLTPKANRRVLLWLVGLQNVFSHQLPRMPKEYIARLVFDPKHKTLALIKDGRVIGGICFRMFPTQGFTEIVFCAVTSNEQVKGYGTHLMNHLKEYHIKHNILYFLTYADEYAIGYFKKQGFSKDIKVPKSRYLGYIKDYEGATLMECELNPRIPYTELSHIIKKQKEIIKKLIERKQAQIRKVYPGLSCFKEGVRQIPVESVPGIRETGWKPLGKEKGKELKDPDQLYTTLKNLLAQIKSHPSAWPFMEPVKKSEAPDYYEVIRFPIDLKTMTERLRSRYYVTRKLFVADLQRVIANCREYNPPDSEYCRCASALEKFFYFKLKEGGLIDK
#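 ThioGlo1-coupled HAT assay: 20nM GCN5L2, 70uM acetyl-CoA, 75uM H3(1-25) peptide, pH 7.5. Fluorescence read at 340/540nm at start and after 20 min at room temperature.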
# * hit, by the source's call; ? = inconclusive; nt = not tested or not shown; & = joins results of further samples; [ ] = dose if it differs, or a comment. Calls come from the whole dose curve; as a rule, active = well fitted curve in the direction sought with a large enough effect; inconclusive = small, poorly fitted or top-dose-only effect, or another doubt; inactive = no such curve, though single readings can be large; an effect the other way counts as inactive or inconclusive. Unless noted, % is set by controls: 0 for no effect and ±100 for the full control effect; potency is the fitted concentration of half-maximal effect.
# The first 7 records, ahead of the listing:
# Second line of a record: FEN1 inh	N370S GC	GCN5L2 inh
CCN(CC)S(=O)(=O)N1CCN(S(=O)(=O)N2CCOCC2)CC1
 : 0.5%	1.5%	-0.8%
COc1cccc(-c2cc(C(=O)Nc3cc(C)on3)no2)c1
 : 12.5%	-8.7%	12.4%
COC(=O)C1CCN(CC(=O)N(C)c2c(N)n(Cc3ccccc3)c(=O)[nH]c2=O)CC1
 : 1.6%	nt	-0.3%
C/C(=N\NC(=O)c1c(-c2ccccc2Cl)noc1C)c1cccc(NC(=O)C(C)C)c1
 : -6.8%	19.4%	-3.5%
Cc1cccc(CCNc2ncnc3onc(-c4ccc(Cl)cc4)c23)c1
 : -8.6%	nt	-2.2%
O=C(NNC(=O)C(c1ccccc1)c1ccccc1)c1ccccn1
 : -1.2%	2.8%	2.9%
CCC(=O)c1ccc(OCC(O)CN(C)C2CCCCC2)cc1 (stereo not drawn)
 : 7.5%	2.4%	-5.8%

# This part in full, from the first entry:
# Second line of a record: FEN1 inh	N370S GC	GCN5L2 inh
CCN(CC)S(=O)(=O)N1CCN(S(=O)(=O)N2CCOCC2)CC1
 : 0.5%	1.5%	-0.8%
COc1cccc(-c2cc(C(=O)Nc3cc(C)on3)no2)c1
 : 12.5%	-8.7%	12.4%
COC(=O)C1CCN(CC(=O)N(C)c2c(N)n(Cc3ccccc3)c(=O)[nH]c2=O)CC1
 : 1.6%	nt	-0.3%
C/C(=N\NC(=O)c1c(-c2ccccc2Cl)noc1C)c1cccc(NC(=O)C(C)C)c1
 : -6.8%	19.4%	-3.5%
Cc1cccc(CCNc2ncnc3onc(-c4ccc(Cl)cc4)c23)c1
 : -8.6%	nt	-2.2%
O=C(NNC(=O)C(c1ccccc1)c1ccccc1)c1ccccn1
 : -1.2%	2.8%	2.9%
CCC(=O)c1ccc(OCC(O)CN(C)C2CCCCC2)cc1 (stereo not drawn)
 : 7.5%	2.4%	-5.8%
COc1cccc(-c2cncnc2NCc2cccs2)c1
 : nt	-5.7%	-14.2%
CC1Cc2ccccc2N1C(=O)C(C)n1cc(C(F)(F)F)cc(Cl)c1=O (stereo not drawn)
 : -18.2%	nt	-4.2%
Cc1ccccc1NC(=O)CSc1nnc(-c2cccs2)o1
 : 3.9%	nt	-6.9%
COc1ccc2cc(C(=O)NCc3ccccc3)c(=O)oc2c1
 : 1.9%	?	-25.6%
C/C(CS(=O)(=O)c1ccc(Cl)cc1)=N/NC(N)=S
 : 18.0%	9.4%	-0.7%
CN1C(=O)c2oc3ccc(Br)cc3c(=O)c2C1c1ccncc1 (stereo not drawn)
 : nt	0.7%	2.7%
O=C(CSc1nc2c(oc3ccccc32)c(=O)n1CC1CCCO1)NCc1ccc(F)cc1 (stereo not drawn)
 : -1.7%	-3.6%	-3.8%
Cc1ccc(/C=C/c2onc(C)c2S(=O)(=O)N2CCC(C(=O)Nc3ccc(C)c(N(C)C)c3)CC2)cc1
 : 2.4%	nt	-13.5%
Cc1cc(-c2ccc(C)c(S(=O)(=O)Nc3ccccc3C(F)(F)F)c2)on1
 : 3.4%	nt	23.5%
Cc1c(S(=O)(=O)N2CCN(C(=O)c3ccco3)CC2)c(=O)n(C)c(=O)n1C
 : 21.6%	-13.1%	-1.2%
CCOC(=O)c1ccc(N2C(=O)CC(N3CCCC(C)C3)C2=O)cc1 (stereo not drawn)
 : -0.9%	-5.5%	-13.5%
c1cc(SSc2ccncc2)ccn1
 : ?	-17.1%	?
Cc1cc(OCC(=O)Nc2nc3c(s2)CCCC3)cc(C)c1Cl
 : 1.2%	nt	3.8%
COc1ccc(C(CCNCc2ccc(OC(C)C)cc2)c2ccccc2OC)cc1 (stereo not drawn)
 : 4.0%	-24.6%	-1.8%
CCOc1ccc(S(=O)(=O)NCCc2csc3nc(-c4ccc(F)cc4)nn23)cc1
 : -2.1%	nt	0.9%
CC(Oc1ccc(Cl)cc1Cl)C(=O)OCC(=O)c1c(N)n(C)c(=O)n(C)c1=O (stereo not drawn)
 : ?	nt	-3.7%
O=C(c1ccncc1)N1CCC2(CC1)CN(c1ccncc1)C2
 : nt	8.1%	0.0%
Cc1ccc(Sc2ncccc2COC(=O)NC(C)C)cc1
 : 1.7%	11.4%	-15.5%
Cc1nnc(SC(C)C(=O)Nc2ccc(S(=O)(=O)N3CCCCCC3)cc2)s1 (stereo not drawn)
 : -18.4%	5.7%[2.35 µM]	-5.7%
COc1ccc(N2CCN(C3C(=O)c4ccccc4N3C(C)=O)CC2)cc1 (stereo not drawn)
 : -6.3%	nt	-3.0%
C=CCOC(=O)c1ccc(-n2cnc(C)n2)nc1
 : -11.6%	7.6%	-7.3%
O=C(CCBr)N1CCN(C(=O)CCBr)CC1
 : nt	5.4%	?
COc1ccc([N+](=O)[O-])cc1N(CC(=O)N1CCN(Cc2ccccc2)CC1)S(C)(=O)=O
 : -0.3%	-6.4%	0.7%
Clc1ccc(C=NC23CN4CN(CN(C4)C2)C3)cc1
 : 3.0%	9.0%	5.8%
O=C(CCN1C(=O)/C(=C/c2ccc(F)cc2)SC1=S)Nc1cc([N+](=O)[O-])ccc1O
 : -2.2%	-2.7%	1.7%
COc1ccccc1NC(=O)c1ccc(N2CC3CC(C2)c2cccc(=O)n2C3)c(NC(=O)c2cccnc2)c1 (stereo not drawn)
 : -15.3%	-4.9%	-4.4%
C=CCN1CC(=O)N2Cc3[nH]c4ccccc4c3C[C@H]2C1=O
 : -0.7%	-6.4%	-0.9%
O=C(c1ccc(S(=O)(=O)N2CCCC2)cc1)N(Cc1ccco1)C1CCS(=O)(=O)C1 (stereo not drawn)
 : 12.8%	-1.7%	-26.5%
CC(=O)c1cccc(N(CC(=O)NC2CCCCC2)C(=O)CNC(=O)c2cccs2)c1
 : -2.0%	-9.5%	-3.7%
CCCS(=O)(=O)N1CCCC(C(=O)NCC2CCCO2)C1 (stereo not drawn)
 : 2.4%	-17.0%	-4.6%
COC(=O)c1sccc1NC(=O)Nc1cc(C)ccc1OC
 : -23.4%	-0.3%	-21.3%
CC(=O)C1=C(NC(=O)c2ccc(C(F)(F)F)cc2)C[C@@H]2[C@H]1C2(C)C
 : -1.0%	-20.2%	0.5%
O=C(NCCCN1CCOCC1)C1CCC(=O)N1CCc1ccccc1 (stereo not drawn)
 : 2.5%	6.0%	3.1%
Cc1nc(SCC(=O)Nc2nnc(C(C)C)s2)n[nH]1
 : -0.2%	1.1%	-0.4%
COc1cc(NC(=O)c2cc(Cl)ccc2Cl)ccc1NC(=O)c1cc2ccccc2o1
 : 7.5%	nt	-3.9%
C=CCn1c(COc2ccccc2)nnc1SCC(=O)NCC(=O)OCC
 : 0.6%	3.7%	-11.3%
C/C(=N\NC(N)=O)C1CC(Cc2ccccc2)C(=O)O1 (stereo not drawn)
 : -9.2%	-17.6%	-8.1%
Cc1cccc(Cn2c(NCC(C)O)nc3c2c(=O)n(C)c(=O)n3C)c1 (stereo not drawn)
 : -3.7%	1.9%	-6.0%
COc1ccc(C(=O)NCc2ccccn2)cc1
 : 8.1%	5.8%	-4.4%
O/N=C\c1cccn1-c1nccs1
 : 6.9%	-7.0%	-5.0%
CC(C)(C)OC(=O)N[C@@H](Cc1ccccc1)c1nnc(SCC(=O)c2ccc(Cl)cc2)o1
 : 4.1%	2.7%	2.4%
Cc1cc(C)nc(SCc2ccc3nonc3c2)n1
 : 10.9%	-14.4%	nt
O=C(Oc1ccccc1N1C(=O)CCC1=O)c1ccco1
 : -1.7%	-27.1%	-5.4%
CCCCCCCOC(=O)c1nc(Cl)c(Cl)c(N)c1Cl
 : -21.4%	-8.3%	-7.5%
O=[N+]([O-])c1cccc(-n2nnnc2CN2CCCCCC2)c1
 : -15.9%	23.2%	-0.3%
COc1ccc(C(=O)NCc2ccncc2)cc1S(=O)(=O)N1CCOCC1
 : 3.1%	nt	-1.0%
COc1cccc(CNCC(=O)NC(=O)NC2CCCC2)c1
 : 11.8%	nt	-3.0%
CN(Cc1cn(C)nc1-c1ccc(Oc2ccccc2)cc1)Cc1cnc2ccccn12
 : 5.1%	-28.6%	-2.7%
Nc1nnc(SCC(=O)NNC(=O)c2ccc([N+](=O)[O-])cc2)s1
 : -11.9%	nt	-0.6%
Cc1nn(Cc2c(F)c(F)c(F)c(F)c2F)c(C)c1NC(=O)c1ccc(COc2ccc(F)cc2)o1
 : 0.0%	7.8%	-6.3%
CCOc1ccc(S(=O)(=O)NCc2ccc(OC)cc2)c2cccnc12
 : 8.1%	-8.8%	-0.2%
O=C(COc1ccccc1)N1CCN(S(=O)(=O)c2ccc(Br)cc2)CC1
 : -2.1%	-1.2%	-24.2%
CCN(C(=O)c1cn(C)c(=O)c2ccccc12)c1ccccc1F
 : 4.6%	-14.6%	13.0%

# (list continues)
# Second line of a record: FEN1 inh	N370S GC	GCN5L2 inh
Cc1nnc(SCC(=O)Nc2ncc3c(n2)CCCC3=O)s1
 : -0.8%	-2.3%	0.7%
O=C(Nc1ccc2oc(-c3ccc4ccccc4c3)nc2c1)c1ccccc1F
 : 1.2%	nt	-3.7%
CCCC(=O)Nc1ccc2oc(-c3ccncc3)nc2c1
 : 1.1%	-17.4%	-11.7%
CCOCCCNC(=O)c1cc(=O)[nH]c2ccc(S(=O)(=O)N3CCCC3)cc12
 : -2.8%	nt	0.9%
OC[C@H]1O[C@@H](O[C@@H]2OC=C[C@H]3[C@H](O)[C@@H]4O[C@]4(CO)[C@@H]23)[C@H](O)[C@@H](O)[C@@H]1O
 : nt	-7.0%	46.8%[activator]
Cc1cc(NC(=O)c2n[nH]c(=O)c3ccccc23)ccc1Br
 : 0.4%	8.4%	-4.8%
CC(C)(C)c1ccc(C(=O)NCC(=O)N2CCCC2)cc1
 : 4.6%	10.6%	-21.8%
COc1ccc(NC(=O)CSc2ccc([N+](=O)[O-])cc2)cc1S(=O)(=O)N1CCOCC1
 : 10.0%	nt	-4.9%
Cc1ccc(N2CC(C(=O)Nc3ccc(S(=O)(=O)NCC4CCCO4)cc3)CC2=O)cc1C (stereo not drawn)
 : -12.2%	1.0%	-7.7%
CCCn1c(COc2cccc(C)c2)nc2ccccc21
 : 2.1%	nt	-9.4%
N#Cc1ccc(C(=O)Nc2nnc(-c3ccccn3)o2)cc1
 : -1.2%	16.4%	-2.2%
S=C(Nc1ccc(Nc2ccccc2)cc1)NC1CCCCCC1
 : -18.7%	?	-1.8%
CCOC(=O)C1CCCN(C(=O)c2cc(=O)c3ccccc3o2)C1 (stereo not drawn)
 : -13.6%	5.2%	-25.9%
COc1ccccc1N1CCN(c2ncnc3c2nc2n3CCCC2)CC1
 : -4.3%	nt	-2.2%
Cc1ccc(C(=O)NCC(=O)OCc2nnc(-c3ccc([N+](=O)[O-])cc3)o2)s1
 : -0.3%	nt	-10.3%
COc1ccccc1N1CCN(Cc2nc(N)nc(Nc3ccccc3)n2)CC1
 : -10.2%	-10.6%	-1.4%
COc1cccc(-c2ccc(C#N)c(SCC(=O)NCCc3ccc(Cl)cc3)n2)c1
 : ?	-6.0%	-3.5%
Cc1ccccc1-n1nnnc1SCC(=O)N(C)C1CCS(=O)(=O)C1 (stereo not drawn)
 : 18.6%	-4.9%	-8.3%
CC(=O)Nc1cccc(/C(C)=N/NC(=O)c2ccccc2Cl)c1
 : 0.8%	-7.2%	1.3%
O=C(NC1CCCCC1)NC1(C(=O)NCCCN2CCOCC2)CCCCC1
 : 2.0%	6.4%	4.8%
N#CNC(N)=Nc1cccc(Cl)c1
 : -16.1%	-7.3%	-2.7%
COc1ccccc1NC(=S)N(CCN(C)C)C(C)c1ccncc1 (stereo not drawn)
 : 0.9%	-4.0%	-5.7%
O=C1CN(C(=O)COC(=O)c2cccs2)c2ccccc2N1
 : 0.7%	nt	-1.3%
Cc1ccc(OC(C)C(=O)N2CC(=O)Nc3ccccc32)c(C)c1 (stereo not drawn)
 : -2.9%	-0.9%	-2.6%
CCc1ccc(-c2csc3ncn(CC(=O)NCc4ccco4)c(=O)c23)cc1
 : -14.9%	9.1%	11.0%
Cc1ccc(C(=O)Nc2ccccc2N2CCCCC2)o1
 : -4.6%	?	-20.6%
O=C(NCCCN1CCOCC1)c1cc(-c2ccccc2F)no1
 : 2.8%	-4.0%	3.0%
Cc1ccc(CNC(=O)C2(c3cccs3)CCOCC2)cc1
 : -7.1%&1.1%	1.6%	-10.1%&0.0%
Cc1ccc(-n2c(=S)sc3c(=O)n(-c4ccccc4C)c(SCC(=O)O)nc32)cc1C
 : -3.1%	-8.1%	-3.6%
CN(C)c1cccc(C(=O)Nc2cccc(S(=O)(=O)NC3=NCCC3)c2)c1
 : -5.4%	-1.1%	-1.3%
CCOC(=O)c1c(-c2ccc(C)o2)csc1NC(=O)CSc1nnc(C)s1
 : ?	3.3%[2.35 µM]	-12.7%
CC(=O)c1sc(NC(=O)C2CCN(C(=O)c3ccccc3C)CC2)nc1-c1ccccc1
 : 7.2%	-8.2%	-16.9%
O=C(NCc1ccccc1)C1CCCN(S(=O)(=O)c2ccc(F)cc2)C1 (stereo not drawn)
 : 1.3%	-5.4%	-0.6%
N#C/C(=C/c1cn(-c2ccccc2)nc1-c1cccc(OCc2ccccc2)c1)C(=O)NCCCn1ccnc1
 : -8.8%	?	-12.8%
